# D1 ag = activates the human D1 dopamine receptor. 360,000 compounds, 1% hits. P21728. AID 504660. HEK293 T-REx D1 cells, calcium flux, agonist mode. activation, % at 2 µM; further: 0% is about no effect
# Target sequence (P21728 whole entry, looked up): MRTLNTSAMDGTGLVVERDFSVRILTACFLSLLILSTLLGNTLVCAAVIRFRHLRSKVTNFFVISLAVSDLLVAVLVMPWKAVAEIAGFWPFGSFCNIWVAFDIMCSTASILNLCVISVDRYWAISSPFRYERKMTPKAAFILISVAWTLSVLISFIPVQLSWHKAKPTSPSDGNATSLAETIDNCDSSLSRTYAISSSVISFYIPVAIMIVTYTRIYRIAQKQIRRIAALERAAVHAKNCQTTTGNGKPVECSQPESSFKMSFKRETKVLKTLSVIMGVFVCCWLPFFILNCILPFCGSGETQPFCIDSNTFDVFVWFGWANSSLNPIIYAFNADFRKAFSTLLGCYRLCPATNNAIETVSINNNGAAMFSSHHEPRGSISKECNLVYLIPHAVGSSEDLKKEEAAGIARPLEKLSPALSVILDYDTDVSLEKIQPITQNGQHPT
#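 Agonism was scored from calcium flux recorded over 180 s (1 read/s) after pintool compound addition, following a 10-cycle baseline. Cells were inducible force-coupled HEK293 TREx D1, plated overnight at 30 C and loaded with no-wash calcium dye.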
# D1 antag = antagonists of human D1 dopamine receptor. P21728. activity change, negative = inhibition, % at 10 µM. AID 504652. HEK293 TREx D1 cells, calcium flux, dopamine EC80; active compounds read low. 360,000 compounds, 3.2% hits; in the data active means activity change below about -30%; further: on the % scale 0 is the no-effect control and ±100 the full control effect
#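 Tetracycline-induced HEK293 Trex D1 cells, force-coupled to calcium, dye-loaded; compounds added and read 180 s, then EC80 dopamine added and calcium flux tracked kinetically another 180 s.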
# RXFP1 antag = blocks the human relaxin receptor RXFP1. HEK293-RXFP1, relaxin-stimulated cAMP HTRF, 30 min; active compounds read low. Q9HBX9. 350,000 compounds, 0.59% hits. activity change, negative = inhibition, % at 57.5 µM. AID 1259400;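 active means activity change of -60% or lower, but not beyond a set lower limit; inconclusive means change between -60% and -40%, or beyond the set limit; inactive means change above -40%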; further: on the % scale 0 is the no-effect control and ±100 the full control effect
# D2 PAM = positively modulates the human D2 dopamine receptor allosterically; P14416; HEK293 T-REx D2, calcium flux, EC20 dopamine potentiation; potentiation, % at 10 µM; 340,000 compounds, 0.34% hits; AID 485347;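 active means potentiation over 3 SD above the plate norm, cut at about 30% in these data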; further: 0% is about no effect
# Target sequence (P14416 whole entry, looked up): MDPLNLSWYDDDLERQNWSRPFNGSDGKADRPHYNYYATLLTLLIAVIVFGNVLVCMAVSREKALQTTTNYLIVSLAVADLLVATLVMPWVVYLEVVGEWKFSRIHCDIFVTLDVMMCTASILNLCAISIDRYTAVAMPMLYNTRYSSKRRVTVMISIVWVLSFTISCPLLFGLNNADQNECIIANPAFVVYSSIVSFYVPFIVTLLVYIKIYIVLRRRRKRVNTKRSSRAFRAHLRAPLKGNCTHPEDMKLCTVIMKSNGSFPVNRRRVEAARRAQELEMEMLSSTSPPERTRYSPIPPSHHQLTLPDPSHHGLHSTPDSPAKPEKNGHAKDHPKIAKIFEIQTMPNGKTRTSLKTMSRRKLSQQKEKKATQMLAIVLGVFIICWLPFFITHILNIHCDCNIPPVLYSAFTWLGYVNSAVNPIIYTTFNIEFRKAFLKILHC
#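 Calcium flux readout, no-wash dye, 1 read/s. Inducible HEK293 Trex D2 line, overnight 30 C. Compound alone 180 s (agonist flags), then EC20 dopamine, another 180 s to score potentiation.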
# D1 PAM = human D1 dopamine receptor positive modulation; HEK293 TREx D1 cells, calcium flux, dopamine EC20 potentiation; P21728; potentiation, % at 10 µM; 360,000 compounds, 0.036% hits; in the data active means potentiation above about 30%; further: 0% is about no effect
# TRHR enhancer = TRH receptor (human) allosteric enhancement; P34981; TRHR cells, fluo-8 calcium fluorescence, EC20 TRH enhancement; enhancement, % at 2 µM; 360,000 compounds, 0.66% hits; in the data active means enhancement above about 30%; further: 0% is about no effect
#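 Enhancer read-out: after compound pinning and an initial kinetic agonist-mode read, an EC20 of TRH (10 nM final) was injected and fluo-8 calcium signal (Ex 480/Em 530) followed at 1 s/cycle for 100 cycles in TRHR-expressing cells.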
# D2 antag = antagonists of human D2 dopamine receptor; HEK293 TREx D2 cells, calcium flux, dopamine EC80; inhibition, % at 10 µM; 340,000 compounds, 2% hits; AID 485344; in the data active means inhibition above about 30%; further: 0% is about no effect
#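 Dopamine at EC80 is the agonist stimulus; test compounds precede it by 180 s. Calcium flux read kinetically in a force-coupled, inducible HEK293 T-REx D2 cell line.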
# D2 agonist = agonists of human D2 dopamine receptor; activation, % at 2 µM; 340,000 compounds, 0.53% hits; AID 485358; HEK293 T-REx D2 cells, calcium flux agonist mode; P14416;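 active means activation over 3 SD above normal in the single-dose calcium agonist read, cut at about 30% in these data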; further: 0% is about no effect
#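 HEK293 Trex D2 cells, tetracycline-induced, o/n 30 C 5% CO2; no-wash Ca dye, RT 30–90 min; 10-cycle baseline, 23 nl cpd added, kinetic Ca read 180 s; agonist hits = positive Ca response.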
# TRHR ag = TRH receptor (human) agonism; P34981; TRHR cells, calcium flux fluo-8, FDSS agonist mode; activation, % at 2 µM; 360,000 compounds, 0.18% hits; further: 0% is about no effect
#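 Fluo-8-loaded TRHR cells; 10 s baseline, compound added, kinetic Ca2+ fluorescence read 1/s, agonist mode.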
# The depositor's hits bear a star; ? = inconclusive; · = no result given. Unless noted, no stated cut-off is given here; in the data, active means activation above about 30%; inactive means the rest.
SMILES,D1 ag,D1 antag,RXFP1 antag,D2 PAM,D1 PAM,TRHR enhancer,D2 antag,D2 agonist,TRHR ag
CC#CC[N+](C)(C)CCCCCCCCCCCC,34*,6,-36,-4,3,-2,9,0.6,-0.3
C/C(=N\NC(=O)c1nnn(-c2nonc2N)c1-c1ccccc1)c1ccco1,66*,34,1,26,3,23,-2,10,14
CCc1ccc2nc3sc(C(=O)Nc4nnc(CC)s4)c(N)c3cc2c1,24,-3,-9,-4,-5,-3,8,4.4,13
Cc1cc(C)nc(-n2nc(C)cc2NC(=O)C(C)C)n1,2,-7,-3,6,11,3,-1,-0.1,-0.1
Fc1ccc(-c2cnc[nH]2)cc1,-2,5,6,-2,3,-2,-17,0.0,-0.5
NS(=O)(=O)c1ccc(CCNC(=O)CCCCCn2c(=S)[nH]c3ccc(Br)cc3c2=O)cc1,3,7,8,6,4,1,-6,1.7,0.3
O=C(COc1cc(O)c2c(=O)cc(-c3ccccc3)oc2c1)c1cccc([N+](=O)[O-])c1,2,-8,-5,·,22,-2,·,·,0.2
CN(Cc1ccccc1)Cc1nc2c(c(=O)n(C)c(=O)n2C)n1CCCc1ccccc1,4,3,-8,·,-1,-6,12,0.4,-1.6
N#Cc1ccccc1NS(=O)(=O)c1cc2c3c(c1)CCN3C(=O)CC2,0,-4,28,0,-4,0,0,0.4,-0.1
O=S(=O)(N/N=C\C=C\c1ccccc1)c1ccc(Cl)cc1,1,9,-2,-2,2,-1,-2,-1.2,0.2
CCN(CC)c1ccc(/C=C(\C#N)C(N)=O)cc1,14,8,-13,3,-2,3,-24,2.8,4.5
COc1cccc(CNC(=O)CSc2nnc3c(n2)[nH]c2ccccc23)c1,0,-6,-15,-8,-6,5,-27,-0.5,-0.8
COc1ccc(Cl)cc1C(=O)NNC(=O)CN1C(=O)C2CC=CCC2C1=O (stereo not drawn),2,6,-1,2,-5,-7,-3,0.5,0.9
CCCc1cc(C(=O)Cc2ccc(F)cc2)c(O)cc1O,7,-20,2,·,-6,2,-12,2.1,0.8
O=C(N[C@@H](Cc1ccccc1)c1nc2ccccc2[nH]1)c1cc([N+](=O)[O-])ccc1Cl,4,-19,18,6,-1,-1,-15,0.4,1.1
CCC(=O)N1CCc2cc(S(=O)(=O)CCC(=O)NCc3ccc(F)cc3)ccc21,-2,6,·,22,2,3,·,-0.6,-0.5
Clc1ccc(/C=N/Nc2ncnc3ccccc23)cc1Cl,3,-3,-23,-6,3,2,8,0.2,-0.1
O=C(COC(=O)/C=C/c1c(F)cccc1Cl)NCC1CCCO1 (stereo not drawn),4,5,7,6,-1,-1,-13,0.0,0.2
COc1ccc(S(=O)(=O)N2CCC(C(=O)NCCC(=O)Nc3cccc(Cl)c3)CC2)cc1,4,-16,-3,3,0,1,-8,-0.2,-0.2
N#Cc1ccc(CSCC(=O)O)cc1,1,4,-6,0,-7,14,-15,-0.1,0.8

# Continued (two carried over from the part before).
SMILES,D1 ag,D1 antag,RXFP1 antag,D2 PAM,D1 PAM,TRHR enhancer,D2 antag,D2 agonist,TRHR ag
COc1ccc(S(=O)(=O)N2CCC(C(=O)NCCC(=O)Nc3cccc(Cl)c3)CC2)cc1,4,-16,-3,3,0,1,-8,-0.2,-0.2
N#Cc1ccc(CSCC(=O)O)cc1,1,4,-6,0,-7,14,-15,-0.1,0.8
Cc1ccc(S(=O)(=O)N(Cc2nc(-c3ccc(Cl)cc3)no2)C2CCCCC2)cc1,7,-2,7,0,2,-6,·,0.4,1.3
COCCCNC(=S)NCCCNc1nc2cc(C)cc(C)c2cc1C#N,3,-9,2,-3,-1,-10,-4,0.5,0.3
COc1cc(/C=C(/NC(=O)c2ccccc2)C(=O)N2CCN(C)CC2)c([N+](=O)[O-])cc1OC,1,-5,-4,-15,3,2,-11,0.8,0.6
CCc1ccc(C(C(=O)NC2CCCC2)N(Cc2cccnc2)C(=O)c2csnn2)cc1 (stereo not drawn),3,-1,?,-4,·,-4,-4,0.7,0.3
COc1ccc(C(=O)NN/C(C)=C/C(=O)c2ccccc2)cc1,6,39,0,13,-1,1,-3,1.0,-0.2
O=C(CCCSc1ccccc1)Nc1nc(-c2ccco2)c(-c2ccco2)s1,1,1,?,3,-3,2,3,-0.6,0.3
CCn1c(CSCc2ccc(C)cc2)n[nH]c1=S,5,-9,7,5,-4,-5,-10,-0.1,-0.3
O=C(Cc1ccccc1)N1CCC(O)(c2cccnc2)CC1,1,1,-6,·,-2,4,·,·,0.4
C=C1SC(=Nc2ccccc2Cl)N(C(=O)c2sc3ccccc3c2Cl)C1(C)C,2,-6,19,-9,-3,-13,-16,0.2,-0.3
COc1ccccc1N1CCN(C(=O)C2CCCCN2S(=O)(=O)c2ccc(C)cc2)CC1 (stereo not drawn),0,-4,-8,6,-3,-3,-5,-1.3,-0.4
FC(F)(F)c1cnc(N2CCCN(C(=S)Nc3ccccc3)CC2)c(Cl)c1,20,-28,-5,9,-9,-5,-3,1.7,1.9
CCOC(=O)CCc1c(C)c2ccc(OCc3ccc([N+](=O)[O-])cc3)cc2oc1=O,2,1,-8,-6,3,2,-7,0.0,0.2
Cc1ccc(-c2nn(C)c(=O)c3ccccc23)cc1S(=O)(=O)NCCO,4,-11,-14,11,2,12,2,0.7,0.5
Cc1ccc(NC(=O)N2CCN(c3ccccn3)CC2)cc1,1,-16,0,-2,1,0,1,8.3,0.1
CCN(CC)C(=O)c1ccc(COc2ccccc2Cl)o1,5,-2,-10,8,-5,7,-15,0.0,-0.6
CC(C)c1ccc2[nH]c(O)c(N=NC(=O)c3ccc(CSc4nncn4C)cc3)c2c1,2,-26,-2,-6,-4,2,1,-2.2,-1.6
CCN(CC)CCOC(=O)c1ccc(NC(=O)CCCN2C(=O)/C(=C/c3cccs3)SC2=S)cc1,10,-77*,-10,-26,-22,0,49*,-0.8,2.3
Cc1c(Cl)cccc1NC(=O)CSCc1cc(=O)[nH][nH]1,8,-20,9,7,-6,2,10,-0.7,0.4
CC(OC(=O)/C=C/c1ccccc1)C(=O)Nc1ccc(C(N)=O)cc1 (stereo not drawn),3,-15,-1,2,-3,-3,-13,0.1,-0.2
CC[n+]1c(/C=C/N(C)c2ccccc2)oc2ccc(Cl)cc21,1,-12,2,12,-12,-7,-10,-2.0,-0.5
Cc1ccccc1OCC1Cn2c(nc3c2c(=O)n(C)c(=O)n3C)O1 (stereo not drawn),6,-7,-3,3,-4,-1,9,0.1,0.9
Cc1cc(NS(=O)(=O)c2ccc(NC(=O)c3ccco3)cc2)no1,7,-2,-12,-13,-7,-2,1,-1.1,0.3
COc1ccc(-c2csc3ncn(-c4ccccc4)c(=O)c23)cc1OC,1,0,5,15,-4,-1,-3,0.1,-1.3
COC(=O)CCNS(=O)(=O)c1ccc2nsnc2c1,2,-7,·,12,-3,4,-13,-1.9,-0.8
O=C1OCC2=C1C(c1ccccc1)CC(=O)N2c1ccc(F)cc1 (stereo not drawn),0,14,3,-8,-2,3,-11,1.3,-1.1
C[N+]1(CC2COC3(CCCCC3)O2)CCCC1 (stereo not drawn),0,0,-4,-1,1,3,-7,0.1,0.3
C=CCc1cc(Cl)ccc1OCCOCCNCCOC,14,-11,-17,-20,-8,1,4,0.8,0.5
COc1ccc(NS(=O)(=O)c2cccc(NC(=O)COc3ccc(OC)cc3)c2)cc1,21,-33*,1,10,-4,5,3,-1.8,-0.9
Cc1oc2c(c(C)cc3oc(=O)c(CC(=O)NCCCN4CCCC4=O)c(C)c32)c1C,0,7,·,3,1,11,-2,-0.6,1.8
O=C(CSc1n[nH]c(-c2ccncc2)n1)Nc1ccc(Cl)c(Cl)c1,9,3,-11,12,-3,-4,30,0.2,0.6
O=C(CN(c1ccc(F)cc1)S(=O)(=O)c1ccccc1)NCc1ccco1,1,-11,-1,8,-2,-5,9,-0.1,-0.6
COc1ccccc1S(=O)(=O)Cc1ccc(C(=O)NCCN2CCCC2)o1,3,-11,-2,-3,2,3,-12,1.5,0.2
COc1ccc(C(=O)N2CCC(C(=O)O)CC2)cc1,0,·,-1,-5,1,2,-10,-0.8,-0.5
Cc1ccccc1NC(=O)c1ccc(NC(=O)N2CCSc3ncccc32)cc1,1,-8,-13,-6,-2,2,·,0.3,0.1
COCCNC(=O)CCC1CCN(Cc2cccc(Oc3ccccc3)c2)CC1,4,6,7,-7,-11,3,7,-0.1,1.2
CCN(CC(O)CON=C1c2ccccc2-c2ccccc21)S(=O)(=O)c1ccc(C)cc1 (stereo not drawn),5,4,-1,2,-7,-4,34*,1.7,1.9
O=C(O/N=C/c1ccc2c(c1)OCO2)c1ccc([N+](=O)[O-])cc1,0,14,-7,-6,-7,-5,5,0.5,0.2
Cc1ccc(S(=O)(=O)NC(C)C(c2cccs2)N2CCOCC2)cc1 (stereo not drawn),4,-8,4,1,-8,2,25,0.4,0.3
CC1CCN(CC(=O)Nc2ccccc2C#N)CC1,2,-7,-6,-1,2,-6,6,-0.1,0.5
COc1cccc(NC(=O)CSc2nc3ccccc3nc2N2CCCC2)c1,6,16,-2,7,4,-6,23,0.0,-0.5

# Of the compounds above, these have a COOH group.
SMILES,D1 ag,D1 antag,RXFP1 antag,D2 PAM,D1 PAM,TRHR enhancer,D2 antag,D2 agonist,TRHR ag
N#Cc1ccc(CSCC(=O)O)cc1,1,4,-6,0,-7,14,-15,-0.1,0.8
COc1ccc(C(=O)N2CCC(C(=O)O)CC2)cc1,0,·,-1,-5,1,2,-10,-0.8,-0.5

# Entries listed so far that bear a hit mark in D2 antag.
SMILES	D1 ag	D1 antag	RXFP1 antag	D2 PAM	D1 PAM	TRHR enhancer	D2 antag	TRHR ag
CCN(CC)CCOC(=O)c1ccc(NC(=O)CCCN2C(=O)/C(=C/c3cccs3)SC2=S)cc1	10	-77*	-10	-26	-22	0	49*	2.3
CCN(CC(O)CON=C1c2ccccc2-c2ccccc21)S(=O)(=O)c1ccc(C)cc1 (stereo not drawn)	5	4	-1	2	-7	-4	34*	1.9

# Following part:
SMILES,D1 ag,D1 antag,RXFP1 antag,D2 PAM,D1 PAM,TRHR enhancer,D2 antag,D2 agonist,TRHR ag
Cc1ccc(OCc2nc3ccccc3n2C)cc1,3,-5,-6,-3,-2,-3,3,1.3,-1.1
C(=N\NC1=Nc2cccc3cccc1c23)/c1ccccc1,15,21,-6,-13,2,-24,18,-0.5,-1.3
Clc1cccc(-c2ccc(C=Nc3ccc(N4CCOCC4)cc3)o2)c1Cl,0,-1,-1,·,0,8,·,·,0.2
COCCSc1ccccc1C(=O)N1CCN(c2ccccc2)CC1,4,5,0,0,0,3,-3,0.4,0.2
Cc1ccc(CSCCC(=O)NCc2ccc(F)cc2Cl)cc1,2,0,-13,3,-2,-4,·,0.1,-0.3
COc1cc(CC(=O)OCC(=O)Nc2ccc3c(c2)OCO3)cc(OC)c1OC,8,-13,4,-4,-5,-4,-14,1.3,-0.7
